Compound activity (PubChem)
CBFb RUNX1 block: blocks binding between human CBF-beta and RUNX1. Q01196+Q13951. Potency, µM (doses to about 59.8 µM), inactives show at the highest dose activity, negative = inhibition, actives largely listed as inhibitors. AlphaScreen CBFb-His/RUNX1-biotin binding, biochemical. 230,000 tested, under 10 active; also: % of control where 0% means no effect
Target sequence (Q01196 whole entry, looked up): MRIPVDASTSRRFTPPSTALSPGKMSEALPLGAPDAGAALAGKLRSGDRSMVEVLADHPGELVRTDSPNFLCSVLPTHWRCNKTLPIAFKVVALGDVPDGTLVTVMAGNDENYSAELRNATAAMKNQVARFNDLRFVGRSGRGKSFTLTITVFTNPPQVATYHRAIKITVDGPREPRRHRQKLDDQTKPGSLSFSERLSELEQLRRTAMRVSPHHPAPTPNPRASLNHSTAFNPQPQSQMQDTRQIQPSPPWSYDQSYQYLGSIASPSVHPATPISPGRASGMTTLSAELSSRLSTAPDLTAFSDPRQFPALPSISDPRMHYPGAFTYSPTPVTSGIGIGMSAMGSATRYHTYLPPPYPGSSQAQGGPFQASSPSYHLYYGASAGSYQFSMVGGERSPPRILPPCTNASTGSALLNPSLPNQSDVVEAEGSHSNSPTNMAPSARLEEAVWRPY
Target sequence (Q13951 whole entry, looked up): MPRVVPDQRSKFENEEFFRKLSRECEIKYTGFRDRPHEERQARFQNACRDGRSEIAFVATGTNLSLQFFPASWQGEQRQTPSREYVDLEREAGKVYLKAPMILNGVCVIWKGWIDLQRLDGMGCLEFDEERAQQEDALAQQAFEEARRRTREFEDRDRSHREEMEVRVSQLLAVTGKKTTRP
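AlphaScreen binding: CBFb-His and RUNX1-biotin (30 nM each) preincubated 20 min, compound added for 15 min, then nickel and streptavidin beads for 90 min, all at room temperature. Disruption of the interaction by any mechanism counts as activity.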
IMPase Li inh: IMPase inhibition in cells with lithium potentiation | CHO-M1 cells, IP1 TR-FRET (IP-One), carbachol + lithium | Potency, µM (highest dose often 59.4 µM), inactives show top-dose activity, negative = IMPase inhibition, hits mostly inhibitors | 0.35% of 210,000 active;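 also: IP1 builds up when IMPase is blocked and the TR-FRET signal falls; potency is read from the fitted curve at half-maximal effect; plate controls were basal vehicle for no effect and high inhibitor control for full effect; nearly all actives have a fitted effect of over 50% in size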
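Lithium-sensitised IP1 accumulation assay; M1-expressing CHO cells treated 30 min at 37C with compound. Competitive antibody detection by time-resolved FRET followed a 10 min room-temperature lysis step.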
NPSR antagonist: antagonists of human neuropeptide S receptor cAMP signaling. Potency, µM (highest dose often 38.3 µM), for the others: at the highest dose activity change, negative = inhibition, actives largely listed as inhibitors. AID 1461. 1% of 220,000 active. CHO-NPSR cells, cAMP TR-FRET, antagonist mode. Q6W5P4; also: potency is read from the fitted curve at half-maximal effect; % is scaled to controls: 0 for no effect and ±100 for the full control effect; nearly all actives have a fitted effect of over 50% in size; many of its hits are not listed in these tables
Target sequence (Q6W5P4 whole entry, looked up): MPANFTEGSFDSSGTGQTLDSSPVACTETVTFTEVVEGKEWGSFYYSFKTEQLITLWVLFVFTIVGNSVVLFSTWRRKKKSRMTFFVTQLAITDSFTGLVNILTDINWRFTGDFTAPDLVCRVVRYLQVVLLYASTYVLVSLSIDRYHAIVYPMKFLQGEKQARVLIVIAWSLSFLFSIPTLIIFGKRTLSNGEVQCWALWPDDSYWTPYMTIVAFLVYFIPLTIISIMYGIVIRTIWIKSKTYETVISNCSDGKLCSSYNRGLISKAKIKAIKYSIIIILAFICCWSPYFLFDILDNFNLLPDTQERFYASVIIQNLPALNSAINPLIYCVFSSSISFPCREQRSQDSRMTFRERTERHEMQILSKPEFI
Epigenetic derep: regulators of epigenetic silencing causing reporter derepression in mouse cells | murine LDR cells, GFP reporter derepression, 30 h | Potency, µM (titrated, usually from 53.9 µM), for the others: top-dose GFP activation, actives largely listed as activators | 0.2% of 280,000 active | AID 1865; also: potency is read from the fitted curve at half-maximal effect; % of control where 0% means no effect; nearly all actives have a fitted effect of over 60% in size
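Murine LDR cells carrying a silenced, genomically integrated CMV-driven GFP reporter were exposed to compound for 30 hours at 37 C. After PBS washes, GFP-positive cells (20–120 um objects) were counted by laser-scanning microplate cytometry.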
Lamin A splicing: modulators of lamin A splicing | 0.01% of 200,000 active | HeLa LMNA splicing GFP/RFP minigene ratio, 48 h | AID 1487 | Potency, µM (titrated, usually from 46.1 µM), for the others: at the top dose ratio change, negative = inhibition, hits mostly inhibitors; active = well fitted inhibition curve with a large enough effect in the signal ratio, with a control signal flat, not every such curve was filed as active; inconclusive = small, poorly fitted or top-dose-only effect, or effect the other way, or a change in a side signal; the % refers to the signal ratio; also: potency is read from the fitted curve at half-maximal effect; % is scaled to controls: 0 for no effect and ±100 for the full control effect
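S3 HeLa stable clones carrying a lamin A-EGFP splicing minigene plus DsRed2 were seeded at 600 cells/well in Opti-MEM with 2% FBS, pin-dosed and incubated 48 h at 37°C. Acumen cytometry (488 nm) gave the GFP/RFP total-intensity ratio.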
KinaseGlo FLuc: blocks Kinase-Glo luciferase, a counter-screen artifact; Q27757; Kinase-Glo luciferase, ATP luminescence, 8 min; Potency, µM (doses to about 38.3 µM), without a hit: top-dose activity change, negative = inhibition, most hits filed as inhibitors; 0.28% of 200,000 active; AID 1379; also: potency is read from the fitted curve at half-maximal effect; % is scaled to controls: 0 for no effect and ±100 for the full control effect; nearly all actives have a fitted effect of over 60% in size
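Compounds were added to a substrate mix at pH 7.2 (50 mM imidazole, 10 uM ATP, within the enzyme's linear range), followed by Kinase-Glo detection reagent; luminescence was measured after 8 minutes at ambient temperature.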
GLA spleen mod: inhibits or activates alpha-galactosidase in human spleen homogenate | Potency, µM (highest dose often 80 µM), for inactives: at the highest dose activity change, negative = inhibition, actives largely listed as inhibitors | human spleen homogenate, 4MU-alpha-Gal fluorescence, 40 min | P06280 | 0.008% of 240,000 active;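 also: potency is read from the fitted curve at half-maximal effect; 0% = enzyme with vehicle and -100% = no enzyme basal signal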
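Spleen homogenate 1 ug + cpd (titration) + 4-MU-alpha-D-galactopyranoside 1 mM; 37C 40 min; 50 mM citrate/phosphate pH 5.0, 0.01% Tween-20; stop pH 10; fluorescence 365/440; AC50 via Hill.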
An asterisk follows results filed as active; ? = inconclusive; nt = not tested or not shown; & = joins results of further samples; [ ] = remark or other dose. Unless noted, calls follow the shape of the dose curve; as a rule, active = well fitted curve in the direction sought with a large enough effect; inconclusive = small, poorly fitted or top-dose-only effect, or another doubt; inactive = no such curve, though single readings can be large; an effect the other way counts as inactive or inconclusive.

SMILES	CBFb RUNX1 block	IMPase Li inh	NPSR antagonist	Epigenetic derep	Lamin A splicing	KinaseGlo FLuc	GLA spleen mod
N=C1SC(CC(=O)Nc2ccccc2[N+](=O)[O-])C(=O)N1c1ccccc1 (configuration not stated)	3%	nt	3%	1.1%	nt	nt	0%
Nc1ccc2nc3c(c(Cl)c2c1)CCCC3	0%	nt	-13%	14%	nt	nt	-9%
COc1ccc(N(Cc2cc(=O)[nH]c3ccccc23)C(=O)c2ccco2)cc1	5%	7%[38.3 µM]	-11%[46.1 µM]	0.0%	6%	-2%	-13%
COC(=O)c1ccc(-c2csc(NC(=O)c3ccc(S(=O)(=O)N4CCc5ccccc5C4)cc3)n2)cc1	-3%	?	-36%	10%	-7%	-2%	-5%
CCOCCCNC(=O)CC1Oc2ccc(C)cc2NC1=O (configuration not stated)	5%	12%[38.3 µM]	-1%[46.1 µM]	0.0%	-9%	-1%	2%
c1ccc2[nH]c(NCCN3CCOCC3)nc2c1	-3%	-4%[38.3 µM]	-4%[46.1 µM]	0.9%	2%	2%	6%
COc1cccc(C(=O)Nc2cc3c(cc2Cl)OCCCO3)c1	7%	10%	-1%	-0.9%	10%	-6%	-2%
COc1ccc(CCc2nnc(CCC(=O)NCc3cnc4ccccn34)o2)cc1	4%	7%	-16%	1.2%	nt	1%	-4%
CCN(CC)S(=O)(=O)c1ccc(C(=O)Oc2coc(CSc3nc(C)cc(C)n3)cc2=O)cc1	2%	13%	-6%	0.9%	4%	0%	1%
Cc1c(C(=O)NCC2COc3ccccc3O2)oc2ccc(S(=O)(=O)N3CC(C)CC(C)C3)cc12 (configuration not stated)	0%	37%[38.3 µM]	-23%[46.1 µM]	-1.0%	?	-3%	-2%
CCOc1ccc(Cl)cc1S(=O)(=O)N1CCN(c2ccc(C)c(C)c2)CC1	2%	14%[38.3 µM]	?	-3.1%	?	-1%	-6%
O=C(Nc1nccs1)c1cccc(N2C(=O)c3cccc4c([N+](=O)[O-])ccc(c34)C2=O)c1	-7%	18%[38.3 µM]	?	13µM*	-8%	-3%	8%
N#Cc1ccc(OCC(=O)NN2Cc3ccccc3C2=N)cc1	4%	-1%	16%	2.6%	7%[46 µM]	-1%	-4%
Fc1ccc(NC(=S)NN=C2CCCCCC2)cc1	0%	-4%[38.3 µM]	-9%[46.1 µM]	-1.8%	-2%	-3%	7%
O=S(=O)(c1ccccc1)N1CCC2(CC1)CO2	4%	17%	-3%	6.4%	nt	4%	7%
CCOc1ccc(C2N(c3ccc(Cl)cc3)C(=O)C3CCCN32)cc1OC (configuration not stated)	1%	8%[38.3 µM]	-8%[46.1 µM]	-1.0%	6%	-1%	0%
C=C(C)C(=O)OCCCCCCCCCC	11%[21.7 µM]	-12%	nt	nt	nt	nt	3%
COc1cccc(Cn2c(=O)c(CCc3ccccc3)nc3cnc(N4CCNCC4)nc32)c1	nt	10%	nt	nt	?	nt	6%
O=C(OCc1ccccc1)C1CCCN1C(=O)c1cccs1 (configuration not stated)	2%	11%[38.3 µM]	2%[46.1 µM]	-1.0%	-1%	1%	7%
O=C(OCC(=O)N1CCc2ccccc21)c1cncc(Br)c1	-4%	8%	-1%	0.0%	?	1%	-1%
CCn1nc(C)c(NC(=O)CC23CC4CC(CC(C4)C2)C3)c1C	-5%	0%	22%	0.0%	?	14%	0%
CCn1c(=NC(=O)c2ccco2)sc2cccc(F)c21	7%	32%[38.3 µM]	-14%[46.1 µM]	-0.8%	-5%	3%	-2%
O=C(CSc1nc(O)c(Cc2ccccc2F)c(=O)[nH]1)N1CCCCCC1	7%	8%[38.3 µM]	-3%[46.1 µM]	-1.0%	25%	10%	9%
O=C(NCc1cccs1)C1CC(=O)N(c2ccc(F)cc2)C1 (configuration not stated)	0%	22%[38.3 µM]	5%[46.1 µM]	0.2%	3%	3%	-2%
Cc1cc(C)n(-c2ccc(C(=O)Nc3cccnc3Cl)cc2)n1	13%	13%	12%	-3.0%	-2%[46 µM]	1%	0%

More compounds follow:
SMILES	CBFb RUNX1 block	IMPase Li inh	NPSR antagonist	Epigenetic derep	Lamin A splicing	KinaseGlo FLuc	GLA spleen mod
O=C(CO/N=C/c1ccccc1OC(F)F)NCc1cccs1	10%	0%	2%	-0.7%	5%	11%	-4%
CO[C@H]1COC(=O)C/C=C\[C@H](C)[C@@H](NS(=O)(=O)c2ccc(C)cc2)COC(=O)C/C=C\[C@@H]1C	5%&6%[13.1 µM]	nt	nt	0.0%&0.8%[10.1 µM]	nt	nt	1%&-2%[17.5 µM]
CCOc1cc(/C=N/NC(=O)CN2CCCCC2)ccc1OCc1cccc(Cl)c1	0%	28%	11%	0.9%	-13%	-3%	4%
O=C(Nc1ccc(N2CCCCC2)cc1)c1cccnc1Cl	-5%	2%[38.3 µM]	-16%[46.1 µM]	1.6%	10%	-5%	9%
O=C(C1CCN(S(=O)(=O)c2ccc(-n3cnnn3)cc2)CC1)N1CCN(c2ccccc2)CC1	8%	14%[38.3 µM]	-10%[46.1 µM]	0.0%	5%	2%	1%
Cc1ccc(N=Nc2ccc(O)c(/C=N\NC(=O)c3ccc(N)cc3)c2)cc1C	-1%	9%[38.3 µM]	8%[46.1 µM]	0.8%	-16%	-3%	10%
O=C(CCN1C(=O)c2ccccc2C1=O)N1CCCCCC1	7%	5%[38.3 µM]	-6%[46.1 µM]	0.0%	-2%	1%	7%
O=C(CN1C(=O)C2CC=CCC2C1=O)Nc1nc2ccccc2[nH]1 (configuration not stated)	-1%	-16%[38.3 µM]	-1%[46.1 µM]	-2.0%	10%	-4%	4%
Cc1ccn2cc(CCNS(=O)(=O)c3ccc4c(c3)OCCO4)nc2c1	10%	27%[38.3 µM]	-6%[46.1 µM]	0.8%	-4%	-1%	-2%
Cc1ccc(C)c([N+](=O)[O-])c1	-2%[21.7 µM]	10%	nt	nt	nt	nt	-1%
CCN(CCn1cccn1)C(=O)CCc1nnc(Cc2c[nH]c3ccccc23)o1	6%	3%	-8%	1.0%	8%[46 µM]	0%	-2%
CC/C(=N\NC(=O)c1cc(C)nc2ccccc12)c1ccc(C)s1	-9%	1%	8%	1.3%	?	-4%	3%
CCOC(=O)c1cc[nH]c1C	-3%	-12%	6%	4.0%	nt	3%	-1%
CC(=O)Nc1ccc2c(c1)ncn2-c1ccc(C)cc1	4%	-4%	-5%	-5.0%	0%[46 µM]	-3%	0%
CCOC(=O)C1CCCN(CCC(=O)Nc2c(C(=O)OC)[nH]c3cc(OC)ccc23)C1 (configuration not stated)	5%	9%[38.3 µM]	5%[7.67 µM]	2.8%	-11%	-2%	6%
O=C(Cn1cnc2c(oc3ccccc32)c1=O)N1CCCc2ccccc21	7%	32%[38.3 µM]	-9%[46.1 µM]	0.7%	?	-2%	-11%
CCOC(=O)C1=C(c2ccccc2)N=C2SCC(=O)N2C1c1ccc2c(c1)OCO2 (configuration not stated)	-11%	27%[38.3 µM]	-22%[46.1 µM]	-0.1%	15%	0%	2%
COc1ccc(C2CC(c3ccccc3)=NN2C(=O)CSc2ncn[nH]2)cc1 (configuration not stated)	6%	3%	-10%	?	?	3%	2%
CC(C)(C)OC(=O)[C@H](Cc1ccccc1)NC(=O)c1nc[nH]c1C(=O)NC1CCN(C(=O)OC(C)(C)C)CC1	14%	17%	?	-0.5%	nt	nt	-7%
COc1ccc(/C(O)=C2/C(=O)C(=O)N(CCCC(=O)O)C2c2ccc(OC)c(OC)c2)cc1 (configuration not stated)	-1%	-5%[38.3 µM]	6%[46.1 µM]	-1.1%	2%	1%	-4%
O=S(=O)(c1ccc(Br)s1)N1CCNCC1	14%	nt	9%	0.0%	nt	nt	-2%
Cc1cc(C)nc(-n2nc(C)c3c(C)c(C)c(C)nc32)n1	-1%	3%[38.3 µM]	1%[46.1 µM]	-0.5%	-4%	2%	-2%
Nc1c(C(=O)NC2CC2)sc2nc3c(c(-c4ccco4)c12)CC/C3=C/c1ccco1	1%	4%	-10%	?	2%	-13%	3%
COC(=O)c1cccc(Cn2nnc3ccccc3c2=O)c1	6%	21%[38.3 µM]	-9%[46.1 µM]	0.0%	14%	-3%	-1%
Cc1ccc(OCC(=O)NC(=S)Nc2cccc(C)n2)cc1	10%	1%	11%	-3.0%	-13%	0%	-7%

In another format: entries from further up
Values run as follows: CBFb RUNX1 block | IMPase Li inh | NPSR antagonist | Epigenetic derep | Lamin A splicing | KinaseGlo FLuc | GLA spleen mod
COc1ccc(/C(O)=C2/C(=O)C(=O)N(CCCC(=O)O)C2c2ccc(OC)c(OC)c2)cc1 (configuration not stated)
  -1% | -5%[38.3 µM] | 6%[46.1 µM] | -1.1% | 2% | 1% | -4%
O=S(=O)(c1ccc(Br)s1)N1CCNCC1
  14% | nt | 9% | 0.0% | nt | nt | -2%
Cc1cc(C)nc(-n2nc(C)c3c(C)c(C)c(C)nc32)n1
  -1% | 3%[38.3 µM] | 1%[46.1 µM] | -0.5% | -4% | 2% | -2%
Nc1c(C(=O)NC2CC2)sc2nc3c(c(-c4ccco4)c12)CC/C3=C/c1ccco1
  1% | 4% | -10% | ? | 2% | -13% | 3%

(further entries)
SMILES	CBFb RUNX1 block	IMPase Li inh	NPSR antagonist	Epigenetic derep	Lamin A splicing	KinaseGlo FLuc	GLA spleen mod
CC(=O)Nc1cc(C(=O)O)ccc1S(=O)(=O)c1ccc(Cl)cc1	8%	10%[38.3 µM]	0%[46.1 µM]	-0.4%	8%	0%	-17%
OCCNc1nc(SCc2ccccc2)nc2sc3c(c12)CCC3	-10%	9%[38.3 µM]	-17%[46.1 µM]	-1.4%	?	-2%	0%
CC(C)OC(=O)CSc1nc2c(cc1C#N)CCCCC2	3%	?	-41%	0.0%	nt	0%	-1%
CCOc1ccc(N(CC(=O)NC(C)CC)S(=O)(=O)c2c(C)noc2C)cc1 (configuration not stated)	2%	4%[38.3 µM]	-12%[46.1 µM]	-1.7%	-2%	-4%	2%
CC(NC(=O)C1CCC(CNS(=O)(=O)c2ccccc2)CC1)c1ccc2c(c1)OCCO2 (configuration not stated)	-7%	0%	-3%	-0.8%	nt	0%	0%
Cc1ccccc1NC(=S)N1CCN(C(=O)c2ccco2)CC1	0%	5%	9%	0.0%	?	1%	7%
CCc1cc(C(=O)NNC(=S)Nc2cccc(C)c2)cs1	-1%	7%	5%	-1.0%	-9%	3%	1%
CCS(=O)(=O)N1CCCC(C(=O)NCCCOC)C1 (configuration not stated)	2%	-6%[38.3 µM]	11%[46.1 µM]	0.8%	10%	1%	4%
CCN(C(=O)CSc1cc(-c2ccccc2)c2ccc(OC)cc2n1)C1CCS(=O)(=O)C1 (configuration not stated)	-21%	nt	?	-0.9%	?	nt	3%

This is a subset. The share of hits here may be higher or lower than overall.
